MC4R antagonist: human MC4R antagonism in cAMP assay. P32245. MC4R-expressing cells, MTII-stimulated cAMP, LANCE TR-FRET. inhibition, % at 6.5 µM. 360,000 compounds, 0.48% hits. AID 540295;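 active means inhibition above its plate's cutoff, the mean of tested wells on that plate plus 3 SD, cut at about 29% in these data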;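 further: 0% = Melanotan II alone and 100% = Melanotan II plus saturating MCL0020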
Target sequence (P32245 whole entry, looked up): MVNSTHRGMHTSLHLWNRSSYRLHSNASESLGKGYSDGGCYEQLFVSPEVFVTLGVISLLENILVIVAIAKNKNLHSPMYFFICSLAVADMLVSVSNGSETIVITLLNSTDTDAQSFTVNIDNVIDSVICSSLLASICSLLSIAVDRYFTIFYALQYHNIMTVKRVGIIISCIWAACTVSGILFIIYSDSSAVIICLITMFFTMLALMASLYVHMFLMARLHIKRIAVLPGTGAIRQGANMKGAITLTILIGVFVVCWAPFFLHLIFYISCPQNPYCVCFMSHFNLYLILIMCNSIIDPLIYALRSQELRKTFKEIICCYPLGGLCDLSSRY
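Assay system: U2OS cells stably expressing human melanocortin 4 receptor (MC4R) / Dosing: 6.5 µM / Timing: compound 30 min, challenge 1 h, detection 1 h / Measured by: Eu-cAMP/anti-cAMP TR-FRET, emission 671 nm / Replicates: singlicate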
MC4R ag barr: activates human MC4R beta-arrestin recruitment; U2OS MC4R beta-arrestin complementation, luminescence; percent of melanotan II response, DMSO zero; 360,000 compounds, 0.98% hits; activation, % at 8.9 µM;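 active means activation above a per-plate cutoff, the mean activation of sample wells on that plate plus 3 SD, cut at about 8% in these data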
Granule exo inh: blocks lytic granule exocytosis; TALL-104 LAMP-1 surface exposure, flow cytometry; cells stimulated with thapsigargin and PMA; inhibition, % at 10 µM; 360,000 compounds, 0.66% hits;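 active means inhibition above about 55%, limit read from the data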
HTR2A ag: mouse HTR2A agonism via beta-arrestin recruitment | CHO-K1 mHTR2A beta-arrestin complementation, luminescence; percent of 30 µM serotonin response | activation, % at 7.6 µM | 360,000 compounds, 0.66% hits | AID 624169;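 active means activation above a run cutoff, the mean activation of all tested compounds plus 3 SD, cut at about 14% in these data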;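 further: 0% = plate median of compound wells and 100% = 30 µM serotonin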
Target sequence (P35363 whole entry, looked up): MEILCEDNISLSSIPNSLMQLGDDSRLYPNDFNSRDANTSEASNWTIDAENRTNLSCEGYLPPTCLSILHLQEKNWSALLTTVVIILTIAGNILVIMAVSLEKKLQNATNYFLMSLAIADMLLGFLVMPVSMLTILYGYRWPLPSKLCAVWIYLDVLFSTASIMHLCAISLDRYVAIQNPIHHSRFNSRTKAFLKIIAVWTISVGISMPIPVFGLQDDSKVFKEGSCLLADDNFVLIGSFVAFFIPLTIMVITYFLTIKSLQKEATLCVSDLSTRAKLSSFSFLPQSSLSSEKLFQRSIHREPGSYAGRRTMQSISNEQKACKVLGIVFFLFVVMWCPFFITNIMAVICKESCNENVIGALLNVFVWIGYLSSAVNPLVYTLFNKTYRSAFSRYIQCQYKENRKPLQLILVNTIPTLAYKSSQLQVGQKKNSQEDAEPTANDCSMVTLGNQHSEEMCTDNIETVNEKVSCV
iPSC survival up: hiPSC single-cell survival enhancement; ATPlite luminescence; 100% = ROCK inhibitor wells, 0% = DMSO; survival enhancement, % at 20 µM; 360,000 compounds, 0.044% hits; AID 602274; in the data active means survival enhancement above about 18%;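 further: cells exposed to compounds for 16 hours before the ATP read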
ABHD5 PLIN5 PPI: ABHD5-PLIN5 protein interaction inhibition | Split G. princeps luciferase complementation, luminescence, 4 h | 360,000 compounds, 0.78% hits | inhibition, % at 4 µM;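 active means inhibition above the mean inhibition across every tested compound plus 3 SD, cut at about 22% in these data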;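 further: 0% = DMSO only wells and the 100% control is not disclosed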
aDG glyco up: increases alpha dystroglycan glycosylation; 360,000 compounds, 0.22% hits; AID 624168; Pro5-aDG cells, alpha-DG glycosylation AlphaScreen (IIH6); 0% Pro5, 100% B10-LARGE cell signal; activation, % at 10 µM;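 active means activation of at least 8% versus controls, or a plate z-score of at least 8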;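 further: Pro5 are CHO cells carrying HIG-tagged alpha-DG that lacks glycosylation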
ABCB6 inh MLPCN: inhibitors of human ABC transporter ABCB6; Q9NP58; K562-ABCB6 porphyrin accumulation, flow cytometry, 1 h; stronger effect = lower value; fluorescence ratio to DMSO, % at 10 µM; 360,000 compounds, 0.19% hits; AID 602162;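 active means fluorescence ratio to DMSO below 75%, the collection mean minus 3 SD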;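 further: signal is porphyrin accumulated inside mitochondria; 100% equals median channel fluorescence of DMSO control wells; lower ratio means ABCB6 inhibition with less porphyrin fluorescence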
N-glyco inh: N-linked glycosylation inhibition. reporter increase, % at 12.5 µM. D54 ERlucT glycosylation luciferase reporter, 24 h; percent of 100 nM tunicamycin response. AID 588692. 360,000 compounds, 0.23% hits;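 active means mean luciferase reporter signal, scaled so untreated is 0 and the glycosylation-blocking control 100, at or above a set limit in every replicate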;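 further: luciferase carries N-glycosylation sites so blocking glycosylation raises the light; 0% = median of neutral control wells and 100% = median of 100 nM tunicamycin wells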
Cardio protect: myocardial damage modulation in H9c2 cells | H9c2 cardiomyocytes, H2O2 injury protection, ATPLite, 2 h | protection from H2O2 cell death, % at 20 µM | 360,000 compounds, 0.63% hits | AID 588492;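 active means compounds giving at least 50% protection of heart cells from peroxide-induced death in the single-dose screen, raw or plate-pattern-corrected value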;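 further: 0% = DMSO wells with peroxide and 100% = DMSO wells without peroxide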
* hit, by the source's call.

`Cn1cncc1COC(=O)c1ccc(Cl)cc1` gave MC4R antagonist -1, MC4R ag barr 0.9, Granule exo inh -7, HTR2A ag 8, iPSC survival up -0.3, ABHD5 PLIN5 PPI -3, aDG glyco up -0.1, ABCB6 inh MLPCN 102, N-glyco inh 0 and Cardio protect 4.
`C=CCNC(=O)CN(c1ccccc1OCC)S(=O)(=O)c1ccc(C)cc1` gave MC4R antagonist -3, MC4R ag barr -1.5, Granule exo inh -2, HTR2A ag 4, iPSC survival up -0.6, ABHD5 PLIN5 PPI 9, aDG glyco up -0.1, ABCB6 inh MLPCN 98, N-glyco inh -1 and Cardio protect 8.
`CC1=CC2C(C3C=CC2(C)C(=O)C3(C)O)C(C)(O)C1=O` (stereo not drawn) gave MC4R antagonist -3, MC4R ag barr 0.3, Granule exo inh 1, HTR2A ag 4, iPSC survival up -2.7, ABHD5 PLIN5 PPI 2, aDG glyco up -0.2, ABCB6 inh MLPCN 103, N-glyco inh -1 and Cardio protect 0.
For Cc1ccc(C(=O)OCC(=O)Nc2sc3c(c2C#N)CCCC3)cc1NC(=O)c1ccco1 the results were MC4R antagonist -2, MC4R ag barr -1.7, Granule exo inh 0, HTR2A ag -1, iPSC survival up -1.3, ABHD5 PLIN5 PPI 2, aDG glyco up 0.2, ABCB6 inh MLPCN 98, N-glyco inh 0 and Cardio protect -16.
`Cc1ccc(Nc2nc(-c3ccc(S(=O)(=O)N4CCCC4)cc3)cs2)cc1C` gave MC4R antagonist 14, MC4R ag barr -0.2, Granule exo inh 3, HTR2A ag 7, iPSC survival up -1.7, ABHD5 PLIN5 PPI -18, aDG glyco up 0.5, ABCB6 inh MLPCN 96, N-glyco inh -9 and Cardio protect -13.
COc1ccccc1CNC(=O)C1CCCN1S(=O)(=O)c1ccc2c(c1)C(C)(C)C(=O)N2C (stereo not drawn) was read as MC4R antagonist 13, MC4R ag barr 0.1, Granule exo inh 1, HTR2A ag 4, iPSC survival up -2.2, ABHD5 PLIN5 PPI 3, aDG glyco up -0.1, ABCB6 inh MLPCN 100, N-glyco inh 1 and Cardio protect 5.
CC(C)(C)n1nnnc1CN1CCC(NC(=O)NC2CCCCC2)CC1 was read as MC4R antagonist 2, MC4R ag barr 0.4, Granule exo inh -1, HTR2A ag 2, iPSC survival up 4.3, ABHD5 PLIN5 PPI 0, aDG glyco up -0.1, ABCB6 inh MLPCN 98, N-glyco inh 2 and Cardio protect -3.
O=C(COc1ccc(F)cc1)NN1C(=O)CSC1=S was read as MC4R antagonist 9, MC4R ag barr -1.7, Granule exo inh -4, HTR2A ag 0, iPSC survival up -2.5, ABHD5 PLIN5 PPI -4, aDG glyco up -0.3, ABCB6 inh MLPCN 104, N-glyco inh 0 and Cardio protect 0.
CC(C)(C)c1ccc(C(=O)N2CCC(=O)N(C(CO)Cc3ccccc3)CC2)cc1 (stereo not drawn) was read as MC4R antagonist 9, MC4R ag barr -1.3, Granule exo inh -3, HTR2A ag -13, iPSC survival up 0.9, ABHD5 PLIN5 PPI 14, aDG glyco up -0.1, ABCB6 inh MLPCN 96, N-glyco inh 0 and Cardio protect 3.
For CCc1ccc(OCC(=O)O/N=C(\N)Cc2ccc([N+](=O)[O-])cc2)cc1 the results were MC4R antagonist 6, MC4R ag barr 0.5, Granule exo inh -4, HTR2A ag -4, iPSC survival up 3.6, ABHD5 PLIN5 PPI -1, aDG glyco up 0.2, ABCB6 inh MLPCN 100, N-glyco inh 0 and Cardio protect -9.
`COc1ccccc1C(=O)NNC(=O)CCN1C(=O)/C(=C\c2ccccc2)SC1=S` gave MC4R antagonist 13, MC4R ag barr 0.8, Granule exo inh 11, HTR2A ag 5, iPSC survival up 0.3, ABHD5 PLIN5 PPI 0, aDG glyco up -0.1, ABCB6 inh MLPCN 91, N-glyco inh -1 and Cardio protect -13.
Screening CCCCNC(=O)C1(C)CCCCN1C(=O)c1ccc2sccc2c1 (stereo not drawn) returned MC4R antagonist -1, MC4R ag barr -1.9, Granule exo inh 0, HTR2A ag -3, iPSC survival up -0.5, ABHD5 PLIN5 PPI -1, aDG glyco up 0.1, ABCB6 inh MLPCN 90, N-glyco inh 0 and Cardio protect -3.
`CCOc1cc(CNn2cnnc2)cc(Br)c1OCC(=O)NC(C)(C)C` gave MC4R antagonist 18, MC4R ag barr -0.6, Granule exo inh -6, HTR2A ag 1, iPSC survival up 0.3, ABHD5 PLIN5 PPI -8, aDG glyco up 0.1, ABCB6 inh MLPCN 96, N-glyco inh 1 and Cardio protect -2.
For CN(CC(=O)Nc1ccc(F)cc1)C(=O)Cc1ccsc1 the results were MC4R antagonist 2, MC4R ag barr -3.9, Granule exo inh -1, HTR2A ag -6, iPSC survival up 1.6, ABHD5 PLIN5 PPI -1, aDG glyco up -0.1, ABCB6 inh MLPCN 92, N-glyco inh 2 and Cardio protect 1.
For Cc1cccc(OC(C)C(=O)Nc2nc(-c3ccncc3)cs2)c1 (stereo not drawn) the results were MC4R antagonist 13, MC4R ag barr -1.1, Granule exo inh 6, HTR2A ag 4, iPSC survival up -0.2, ABHD5 PLIN5 PPI 2, aDG glyco up 0.4, ABCB6 inh MLPCN 97, N-glyco inh 21 and Cardio protect 11.
Screening O=c1oc2ccccc2c(NCc2ccccc2F)c1[N+](=O)[O-] returned MC4R antagonist -21, MC4R ag barr -1.1, Granule exo inh -1, HTR2A ag -1, iPSC survival up -0.6, ABHD5 PLIN5 PPI 0, aDG glyco up 0.0, ABCB6 inh MLPCN 90, N-glyco inh 1 and Cardio protect -12.
For COCc1[nH]nc2c1C1(CCSCC1)C(C#N)=C(N)O2 the results were MC4R antagonist 9, MC4R ag barr 2.8, Granule exo inh 2, HTR2A ag 1, iPSC survival up -0.8, ABHD5 PLIN5 PPI -21, aDG glyco up -0.2, ABCB6 inh MLPCN 94, N-glyco inh 0 and Cardio protect 2.
`O=C(Nc1nnc(C2CCCCC2)s1)c1ccco1` gave MC4R antagonist 0, MC4R ag barr 1.4, Granule exo inh -5, HTR2A ag 5, iPSC survival up 3.1, ABHD5 PLIN5 PPI -1, aDG glyco up 0.0, ABCB6 inh MLPCN 90, N-glyco inh 0 and Cardio protect -18.
For CC1(C(=O)NS(=O)(=O)c2cccs2)CCN1C(=O)Cc1ccc(Cl)cc1Cl (stereo not drawn) the results were MC4R antagonist -1, MC4R ag barr 0.2, Granule exo inh 0, HTR2A ag 3, iPSC survival up 0.0, ABHD5 PLIN5 PPI 5, aDG glyco up -0.1, ABCB6 inh MLPCN 104, N-glyco inh 3 and Cardio protect 2.
Screening COc1ccc(CN(C)C2CCCCC2)c(C)c1C returned MC4R antagonist 8, MC4R ag barr -0.7, Granule exo inh -1, HTR2A ag 2, iPSC survival up 2.4, ABHD5 PLIN5 PPI 3, aDG glyco up -0.1, ABCB6 inh MLPCN 101, N-glyco inh 1 and Cardio protect -2.
For COC(=O)c1ccc(CO/N=C2\CCCc3nonc32)cc1 the results were MC4R antagonist 4, MC4R ag barr -1.7, Granule exo inh 0, HTR2A ag -1, iPSC survival up 5.0, ABHD5 PLIN5 PPI -6, aDG glyco up -0.1, ABCB6 inh MLPCN 99, N-glyco inh 0 and Cardio protect -3.
`CCC(C(=O)NCCCc1ccccc1)c1ccccc1` (stereo not drawn) gave MC4R antagonist 22, MC4R ag barr 3.0, Granule exo inh -2, HTR2A ag -2, iPSC survival up -0.7, ABHD5 PLIN5 PPI -4, aDG glyco up 0.3, ABCB6 inh MLPCN 100, N-glyco inh -1 and Cardio protect -3.
COc1ccc(CCn2c(N)c(C(=O)NCc3ccco3)c3nc4ccccc4nc32)cc1 was read as MC4R antagonist 0, MC4R ag barr 1.1, Granule exo inh -2, HTR2A ag 0, iPSC survival up -1.1, ABHD5 PLIN5 PPI 21, aDG glyco up 0.2, ABCB6 inh MLPCN 111, N-glyco inh 17 and Cardio protect 25.
O=C(Cc1cccc2ccccc12)Nc1ccc2c(c1)C(=O)NC2=O was read as MC4R antagonist 8, MC4R ag barr 0.9, Granule exo inh -14, HTR2A ag -5, iPSC survival up -0.8, ABHD5 PLIN5 PPI 2, aDG glyco up 0.0, ABCB6 inh MLPCN 103, N-glyco inh -1 and Cardio protect -1.
`O=C(O)C1C2C=CC(C2)C1C(=O)OC1CC2CCC1C2` (stereo not drawn) gave MC4R antagonist -2, MC4R ag barr 5.8, Granule exo inh 2, HTR2A ag 3, iPSC survival up -1.5, ABHD5 PLIN5 PPI 9, aDG glyco up 0.1, ABCB6 inh MLPCN 101, N-glyco inh 5 and Cardio protect 1.
`Cc1noc(/C=C/N(C)C)c1S(=O)(=O)N1CCCC(C(=O)N2CCCCC2)C1` (stereo not drawn) gave MC4R antagonist 9, MC4R ag barr 0.7, Granule exo inh -6, HTR2A ag 8, iPSC survival up 1.8, ABHD5 PLIN5 PPI -2, aDG glyco up -0.1, ABCB6 inh MLPCN 97, N-glyco inh 1 and Cardio protect 4.
`S=c1nc[nH]c2c1ncn2C1CCCO1` (stereo not drawn) gave MC4R antagonist 8, MC4R ag barr -1.4, Granule exo inh 1, HTR2A ag -4, iPSC survival up -0.9, ABHD5 PLIN5 PPI -2, aDG glyco up 0.2, ABCB6 inh MLPCN 98, N-glyco inh 10 and Cardio protect -2.
`CCC(C(=O)OCC(=O)c1c(N)n(CC(C)C)c(=O)n(C)c1=O)c1ccccc1` (stereo not drawn) gave MC4R antagonist 6, MC4R ag barr -1.4, Granule exo inh -2, HTR2A ag 8, iPSC survival up -0.6, ABHD5 PLIN5 PPI -4, aDG glyco up 1.8, ABCB6 inh MLPCN 96, N-glyco inh -2 and Cardio protect -10.

Some of these compounds in order of SMILES length, low to high.
`S=c1nc[nH]c2c1ncn2C1CCCO1` (stereo not drawn) gave MC4R antagonist 8, MC4R ag barr -1.4, Granule exo inh 1, HTR2A ag -4, iPSC survival up -0.9, ABHD5 PLIN5 PPI -2, aDG glyco up 0.2, ABCB6 inh MLPCN 98, N-glyco inh 10 and Cardio protect -2.
`CCC(C(=O)NCCCc1ccccc1)c1ccccc1` (stereo not drawn) gave MC4R antagonist 22, MC4R ag barr 3.0, Granule exo inh -2, HTR2A ag -2, iPSC survival up -0.7, ABHD5 PLIN5 PPI -4, aDG glyco up 0.3, ABCB6 inh MLPCN 100, N-glyco inh -1 and Cardio protect -3.
`O=C(O)C1C2C=CC(C2)C1C(=O)OC1CC2CCC1C2` (stereo not drawn) gave MC4R antagonist -2, MC4R ag barr 5.8, Granule exo inh 2, HTR2A ag 3, iPSC survival up -1.5, ABHD5 PLIN5 PPI 9, aDG glyco up 0.1, ABCB6 inh MLPCN 101, N-glyco inh 5 and Cardio protect 1.
O=C(Cc1cccc2ccccc12)Nc1ccc2c(c1)C(=O)NC2=O was read as MC4R antagonist 8, MC4R ag barr 0.9, Granule exo inh -14, HTR2A ag -5, iPSC survival up -0.8, ABHD5 PLIN5 PPI 2, aDG glyco up 0.0, ABCB6 inh MLPCN 103, N-glyco inh -1 and Cardio protect -1.

Screening results: PubChem BioAssay, several laboratories
